Screening data from PubChem.
SKBR3 24h inh = SK-BR-3 proliferation inhibitors. AID 847. 0.47% of 41,000 active. SK-BR-3 viability, CellTiter-Glo ATP luminescence, 24 h; stronger effect = lower value. viability, % at 10 µM;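 active = viability at or below the median of all test compounds minus 3 SD, in both replicates if run twice, cut at about 45% in these data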;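 note: 100% = median untreated cell wells and 0% = median positive control drug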
* hit, by the source's call. Some of the compounds tested (hit frequency here may not be typical).

No.	structure	SKBR3 24h inh
1	CN(C)c1nc(N)nc(CSc2n[nH]c(-c3ccccc3)n2)n1	95
2	CC(C)(C)OC(=O)N1CCC[C@@H]1C(=O)N1CCC(C(=O)O)CC1	90
3	O=C(NCCN1CCOCC1)c1noc2c1CCc1ccccc1-2	85
4	COc1cc2[nH]c(=S)n(NC(=O)CC(C)C)c(=O)c2cc1OC	100
5	O=C(c1cccc(Cl)c1)N(Cc1cccs1)C1CCS(=O)(=O)C1 (stereo not given)	84
6	Cc1cc2nc(SC(C)C(=O)O)[nH]c2cc1C (stereo not given)	90
7	Clc1ccc(NC2=NCCC2)cc1Cl	82
8	CCOc1ccc(-n2c(COc3ccccc3)nnc2SCC(N)=O)cc1	83
9	O=C(OCC(=O)N1CCN(C(=O)c2ccco2)CC1)C1=COCCO1	93
10	Cc1ccc(N)cc1CN1CCCC1=O	86
11	CCC(C)NS(=O)(=O)c1ccc(OCC(=O)NCc2cccnc2)cc1 (stereo not given)	108
12	Cc1ccc(C(=O)Nc2ccccc2NC(=O)c2ccc(C)o2)o1	118
13	Cc1ccc2cc(C#N)c(N3CCCN(S(=O)(=O)c4ccccc4)CC3)nc2c1	76
14	CC1CCN(c2oc(-c3ccccc3Cl)nc2C#N)CC1	78
15	CCOC(=O)CSc1nc2c([nH]c3ccccc32)c(=O)n1C	114

Next section.
No.	structure	SKBR3 24h inh
16	COc1ccc(C(=O)c2ccc(OC)cc2O)c(O)c1	90
17	CN(C)c1ccc(C2C3C(=O)N(c4ccc(C(=O)O)cc4)C(=O)C3ON2c2ccccc2)cc1 (stereo not given)	91
18	c1ccc2c(c1)CCCN2Cc1nnc2n1CCCCC2	117
19	CCC(=O)Nc1ccc2c(c1)C(=O)N(C1CCCCC1)C2=O	86
20	CCc1cc(=O)oc2cc(C)c(CN3CCCCC3)c(O)c12	86
21	Cc1cccc(C)c1NC(=O)CSc1nnc(Cn2nnc(-c3ccccc3)n2)n1-c1ccccc1	83
22	Cn1c(Cc2ccccc2)nnc1SCC(=O)Nc1ccc2c(c1)OCCO2	113
23	O=C(c1cncc(Br)c1)N1CCCc2ccccc21	125
24	CCCCNC(=O)CCCCCn1c(=O)[nH]c2cc(OC)c(OC)cc2c1=O	119
25	Cc1ccc(-c2ccc(CCC(=O)O)n2NC(=O)c2ccco2)cc1	103
26	COCC(=O)Nc1cc(OC)c(Cl)cc1OC	118
27	O=C(CCCC(=O)NCC1CCCO1)NCC1CCCO1 (stereo not given)	96
28	COC(=O)c1cc(OC)c(OC)cc1NC(=O)CSc1nnc(-c2cccnc2)n1C	127
29	CCCCc1cc(=O)oc2cc(OCC(=O)N(CC)CC)ccc12	87
30	COc1ccc(CN(CC(=O)NC2CCCC2)C(=O)c2onc(C(N)=O)c2N)cc1	94

Later entries
No.	structure	SKBR3 24h inh
31	O=C(COc1ncnc2ccccc12)NCc1ccc2c(c1)OCO2	69
32	CCNC(=O)CN(CCc1ccccc1)S(C)(=O)=O	111
33	CCC(=O)Nc1cccc(NC(=O)CSc2nnnn2Cc2ccccc2)c1	87
34	CC(C)(C)c1ccc(NC(=O)NCc2ccco2)cc1	83
35	CCc1nnc(NC(=O)CSc2nnc(-c3ccccc3O)n2-c2ccc(C)cc2C)s1	99
36	CCCC(=O)c1cn(CC(=O)OC)c2ccccc12	94
37	O=C(CSc1nnc(-c2ccc(Cl)s2)o1)N1CCCc2ccccc21	86
38	NC(Cc1ccc(Oc2ccc(O)cc2)cc1)C(=O)O (stereo not given)	77
39	CCNc1nc(N)nc(Oc2ccc(OCCOc3ccccc3)nn2)n1	95
40	CCOC(=O)c1ccc(NS(=O)(=O)c2cc(C)ccc2OC)cc1	82
41	Cc1oc(-c2ccc(F)cc2)cc1-c1nn2c(-c3ccco3)nnc2s1	94
42	CCc1cccc2c1NC(=O)[C@]21[C@@H]2C(=O)N(Cc3ccccc3)C(=O)[C@@H]2[C@@H]2CCCN21	92
43	O=C(NCCOC(=O)c1cccs1)c1cccnc1	109
44	O=c1c(-c2ccco2)[n+]([O-])c2ccccc2n1OCc1ccccn1	86
45	Cc1cc(C)n2cc(CSc3nc4cc(Cl)ccc4o3)nc2n1	90

Other records:
No.	structure	SKBR3 24h inh
46	COCCCC/C(=N\OCCN)c1ccc(C(F)(F)F)cc1	94
47	Cc1ccc(-n2c(=O)[nH]cc(C(=O)Nc3ccc4c(c3)OCCO4)c2=O)cc1C	91
48	Cc1cc(C)n(-c2nc3c(c(=O)n(Cc4ccc(Cl)c(Cl)c4)c(=O)n3C)n2C)n1	93
49	O=C(CN(C(=O)CCC(=O)Nc1nccs1)c1ccccc1F)NCC1CCCO1 (stereo not given)	115
50	CC1CCN(c2ccc(C(=O)NCc3cccs3)cn2)CC1	96
51	COc1ccc(OC)c2[nH]c(=O)c(CCNC(=O)c3ccc(S(=O)(=O)N4CCCC4)cc3)cc12	97
52	Cc1ccccc1NC(=O)Cc1nnc(SCC(=O)N2CCN(c3ccccc3)CC2)n1C	86
53	COC(=O)C1CCN(S(=O)(=O)Cc2ccccc2)CC1	95
54	CCOC(=O)c1sc(NC(=O)c2cccc(S(=O)(=O)N3CCN(C)CC3)c2)cc1C	81
55	Cc1n[nH]c(=O)nc1N1CCN(c2ccccc2)CC1	94
56	c1ccc2[nH]c(NCCCN3CCOCC3)nc2c1	65
57	COC(=O)Sc1nnc(-c2ccc(Br)cc2)o1	129
58	CCOC(=O)c1nnn(-c2nonc2N)c1CSc1ccccn1	52
59	CCOCCN1CCN(c2c3c(nc4cc(-c5ccc(F)cc5)nn24)CCC3)CC1	89
60	CC(C)c1ccc(O)c(NC(=O)c2ncn[nH]2)c1	113

The list goes on:
No.	structure	SKBR3 24h inh
61	Cc1ccc(C2C=C(c3ccc4c(c3)OCO4)Nc3ncnn32)cc1 (stereo not given)	61
62	O=C(Nc1ccc2c(c1)OCO2)C(c1ccc(Cl)cc1)N1CCC2(CC1)OCCO2 (stereo not given)	68
63	Cc1ccc(N2C(=O)[C@@H]3C(c4ccc(F)cc4)=NO[C@@H]3C2=O)cc1	113
64	O=C1CC(c2ccc3c(c2)OCO3)CN1 (stereo not given)	87
65	COc1ccc(-c2ccc(SCC(=O)N3CCCC3)nn2)cc1OC	89
66	COC(=O)c1ccc2c(=O)n(CCN3CCOCC3)c(=S)[nH]c2c1	93
67	Cc1cc(C)nc(SC2CCOC2=O)n1 (stereo not given)	101
68	CC(Cc1c[nH]c2ccccc12)NC(=O)C1CCCNC1=O (stereo not given)	96
69	COc1ccc(S(=O)(=O)NCc2ccc(C(=O)N3CCN(c4ccccn4)CC3)cc2)cc1	68
70	CN(c1ccccc1C(=O)NCc1ccccn1)S(C)(=O)=O	82
71	COc1ccc(NC2=CC(=O)CC(C)(C)C2)cc1OC	94
72	CCOC(=O)C1=C(c2ccccc2)NC(SCC(=O)Nc2cccc(C)c2)=C(C#N)C1c1ccco1 (stereo not given)	99
73	COc1ccc(-n2c(=O)c3c4c(sc3n3c(C)nnc23)COC(C(C)C)C4)cc1 (stereo not given)	93
74	CCSc1nnc(NC(=O)CCNS(=O)(=O)c2cc(Br)cnc2N)s1	86
75	COCCN(CCOC)c1ncc(Cl)c(C(=O)c2c(C)cc3ccccn23)n1	104

The list goes on.
No.	structure	SKBR3 24h inh
76	CCN1CCN(c2cc(C)c3cc(NC(=O)c4cncc(Br)c4)ccc3n2)CC1	82
77	CCN1CCN(Cc2cc(=O)oc3cc4c(cc23)CCC4)CC1	61
78	CCOC(=O)c1c(C#N)c(SCC(=O)Nc2ccc(OC)cc2)nc2c1CN(CC)CC2	82
79	CCOc1cccc(-c2nnc3sc(COc4ccc(OC)cc4)nn23)c1	91
80	COCCNC(=O)CN(CC1CCCO1)C(=O)CCC(=O)Nc1ccccn1 (stereo not given)	94
81	Cc1ccc(S(=O)(=O)Cn2nnnc2CN(Cc2ccco2)CC2CCCO2)cc1 (stereo not given)	94
82	C/C(=C\C(=O)c1ccc(C)o1)Nc1ccc(C(=O)O)cc1C	91
83	CN1C(=O)C2ON(c3ccccc3)C(c3cccs3)C2C1=O (stereo not given)	105
84	CCCS(=O)(=O)NCCc1cc2cc(C)c(C)cc2[nH]c1=O	80
85	CC1CCc2nc(NC(=O)CSc3nc4ccccc4o3)sc2C1 (stereo not given)	66
86	CCOC(=O)C1CCCN(C2CC(=O)N(c3cccc(C)c3)C2=O)C1 (stereo not given)	109
87	CCOc1ccccc1Nc1nnc(Cc2ccccc2Cl)c(=O)[nH]1	92
88	Cc1ccc(C(=O)CSC2=C(C#N)C(c3ccco3)C3=C(CCCC3=O)N2)cc1 (stereo not given)	69
89	O=C(CCc1nc(-c2ccccc2)no1)N1CCCC1	83
90	Cn1c(=O)n(C/C=C/c2ccccc2)c(=O)c2c1nc1n2CCCN1Cc1ccccc1	93

Continuation:
No.	structure	SKBR3 24h inh
91	Cc1[nH]c2c(Cl)cccc2c(=O)c1CN1CCCC1	84
92	CCCOc1ccc(/C(O)=C2/C(=O)C(=O)N(CCCn3ccnc3)C2c2cccs2)cc1 (stereo not given)	116
93	COc1ccc(OC)c(S(=O)(=O)Nc2ccccc2C(F)(F)F)c1	108
94	C=CCNC(=O)CSc1ccc(Cl)cc1	82
95	COc1ccc(C2Oc3ccccc3N2C(C)=O)cc1 (stereo not given)	83
96	COc1ccc(OC)c(NC(=O)CC(NCCC2=CCCCC2)C(=O)O)c1 (stereo not given)	97
97	COc1ccc(-c2ccc(-c3noc(-c4ccc(OC)c(OC)c4)n3)c(OC)n2)cc1	73
98	CCCCNC(=O)c1cc2c(=O)n3cccc(C)c3nc2n(Cc2ccncc2)c1=N	78
99	Cc1ccc(NC(=O)c2c(C)nc(Nc3nc4ccccc4o3)nc2C)cc1	106
100	CC(C)NCC(O)COc1ccc(CC(N)=O)cc1 (stereo not given)	89
101	CCn1c(SCc2nc3ccccc3c(=O)[nH]2)nnc1-c1cccnc1	75
102	COCCNC(=O)c1ccccc1NC(=O)C1COc2ccccc2O1 (stereo not given)	113
103	CCOCC(=O)Nc1nnc(Cc2ccc(OC)c(OC)c2)s1	77
104	CCCOn1nnnc1-c1ccccc1	109
105	C=CCSc1nc(N)c2c(C)c(C)sc2n1	105

The list continues.
No.	structure	SKBR3 24h inh
106	O=C(CSc1nnnn1-c1ccc2c(c1)OCO2)NCc1cccs1	105
107	O=C(O)c1cccnc1Oc1ccccc1	85
108	N#C/C(C(=O)N1CCOCC1)=C1/SC=C(c2ccccc2)N1c1ccccc1	92
109	Cc1cc(OCC(=O)Nc2ccc3oc(-c4ccncc4)nc3c2)ccc1Cl	89
110	CC(C)OC(=O)CSc1nnc(CNc2nc(-c3ccccc3)cs2)n1C	76
111	N#Cc1cc2c(nc1SCC(O)CS(=O)(=O)Cc1ccccc1)CCCC2 (stereo not given)	88
112	CC(=O)c1cn(CC(=O)Nc2ccccc2)c2ccccc12	88
113	COc1ccc(NC(=O)Cn2nnc(-c3ccccc3F)n2)cc1Cl	87
114	CSc1nsc(SC)c1NC(=O)OC1CCCCC1	106
115	CCCS(=O)(=O)C(=C1Nc2ccccc2N1)S(=O)(=O)CCC	82
116	CCCCCCC1/C(=N/O)CCC1C(=O)OC (stereo not given)	92
117	Cc1nn(C)c(C)c1CNC(=O)c1nn2c(c1Cl)NC(c1cccs1)CC2C(F)(F)F (stereo not given)	97
118	CCCCC(=O)NC1(C(F)(F)F)C(=O)N(Cc2ccco2)C(C)=C1C(=O)OC (stereo not given)	93
119	CCn1c(SCC(=O)c2cc(OC)ccc2OC)nnc1C(C)C	106
120	CC(=O)NC(O)C(=O)c1ccco1 (stereo not given)	114

Next results.
No.	structure	SKBR3 24h inh
121	CCCCn1c(=O)c(Cc2ccccc2)c(O)c2ccccc21	96
122	O=C(Cn1nnc2c(cnn2-c2ccccc2)c1=O)N1CCN(c2ccccc2F)CC1	67
123	CCNS(=O)(=O)c1ccc(NC(=O)Cn2nc(C(F)(F)F)cc2C)cc1	82
124	COCCn1c(SCc2c(F)cccc2Cl)nc2c1c(=O)[nH]c(=O)n2C	145
125	CN1CCN(S(=O)(=O)c2ccc(NC(=O)c3cccs3)cc2)CC1	98
126	COC(=O)c1ccc(NC(=O)CSc2nnc(-c3ccncc3)n2C)cc1	98
127	COc1ccc(C(=O)/C=C/Nc2cc(C)on2)c(OC)c1	88
128	CC(=O)NCCOc1nc(N(C)C)nc(N2CCOCC2)n1	96
129	CC(C)OCC(O)CN (stereo not given)	95
130	Oc1ccc(Nc2nc(N3CCCC3)c3ccccc3n2)cc1	101
131	CNC(=O)CSc1nnc(COc2ccc(Cl)cc2)n1CCOC	90
132	CCC(C)NC(=O)c1ccc(NC(=O)C2CCCO2)cc1 (stereo not given)	122
